mouse EphA4 binding = inhibitors of EphA4 binding to KYL peptide, primary screen, biochemical, colorimetric, mouse EphA4 (AID 689); EphA4-AP binding to KYL peptide, pNPP A405; higher % means a stronger effect; inhibition, % at 10 µM; hits with a dose series show IC50 in µM; 62,000 tested, 0.1% active; in the data active = a potency from the dose series; inactive = the rest, 99 in 100 with inhibition below about 22%
* marks the source's active call; other numbers are inactive results; & = joins results of further samples. This is a subset; rates above refer to the full screens.

SMILES	mouse EphA4 binding
Cc1ccc(OCC(=O)Nc2ccc(F)c([N+](=O)[O-])c2)c(C)c1	-0.5%
O=C(Nc1ccc(Cl)cc1Cl)c1nn2c(c1Br)NC(c1ccccc1)CC2C(F)(F)F (stereo unspecified)	0.1%
CCOC(=O)c1sc2nc(N3CCOCC3)c3c(c2c1N)CC(C)(C)N(C)C3	3.3%
COc1ccc(CN2CCn3ncc(C(=O)Nc4ccccc4)c3C2=O)cc1	13.8%
CCN(CC)CCOC(=O)c1cccc(Br)c1	-8.8%
Cc1ccc(Oc2ncc(CN3CCOCC3)s2)cc1	-4.5%
Cc1ccc(C(C)C)c(OCCOc2cccc(/C=C3/SC(=S)N(C)C3=O)c2)c1	9.3%
O=C1C(Cl)=C(NCC2CCCO2)C(=O)N1Cc1ccccc1 (stereo unspecified)	-7.8%
COc1ccccc1-n1c(SCC(=O)Nc2cccc(C)c2)nc2c(c1=O)SCC2	2.6%
Cc1ccc(C(C2C(=O)CC(C)(C)CC2=O)C2C(=O)CC(C)(C)CC2=O)s1	-2.4%
O=C(CN1C(=O)NC2(CCCCCC2)C1=O)NCc1ccco1	-5.0%
COC(=O)c1[nH]c2ccc(Cl)cc2c1NC(=O)CCN1CCOCC1	-8.0%
O=C(NCCC1=CCCCC1)c1ccc(F)c(S(=O)(=O)N2CCOCC2)c1	-6.2%
Cc1ccc(S(=O)(=O)N2CCN(C(=O)C3Cc4ccccc4CN3C(=O)c3ccco3)CC2)cc1 (stereo unspecified)	7.9%
O=C(CCCn1c(=S)[nH]c2cc3c(cc2c1=O)OCO3)N1CCN(c2ccc(F)cc2)CC1	-7.6%
COc1cc(C(=O)O/N=C2\C=CC(=O)C(C)=C2)cc(OC)c1OC	-5.4%
O=C(CSc1ncccc1C(=O)O)c1ccccc1	-2.3%
COc1ccc(N(CC(=O)Nc2nc3ccc(C)cc3s2)S(=O)(=O)c2c(C)nn(C)c2C)cc1	-8.4%
CC(C)c1ccc(/C=C2\SC(=S)NC2=O)cc1	-1.1%
O=C(Nc1ccc(Br)cc1)c1ccccc1[N+](=O)[O-]	-4.9%
C=CCc1ccc(OCC(O)CN2CCCCC2)c(OC)c1 (stereo unspecified)	-3.6%
CCCCc1nc2sc3c(c2c(=O)[nH]1)CCC3	2.9%
CSC1=C(C#N)C2(CCCC2)C(C#N)=C(N)N1	-9.3%
CC(C)C(=O)NC(Nc1ccccc1F)C(Cl)(Cl)Cl (stereo unspecified)	-5.8%
O=C(CCC(=O)c1ccc(F)cc1)OC1CCOC1=O (stereo unspecified)	-12.6%
COCCCN1C(=O)C(=O)/C(=C(/O)c2ccc(C)cc2)C1c1ccccc1 (stereo unspecified)	-13.3%
CCCOc1ccc(CN(CCO)CCO)cc1C(=O)OC	-0.7%
Cc1ccc(C)c(N(CC(=O)NN=C2CCCCCCC2)S(C)(=O)=O)c1	-12.5%
COc1ccc(CCn2c(NCc3ccco3)nc3c2c(=O)[nH]c(=O)n3C)cc1	4.3%
Cc1ccc(C=C2C(=O)c3ccccc3C2=O)o1	-3.1%
N#Cc1ccc(-c2ccc(F)cc2)nc1Oc1ccccc1	-4.3%
CCCSc1nc2c(c(=O)[nH]c(=O)n2C)n1CCc1ccccc1	-4.1%
COc1ccc(/C=C/C(=O)NC(=S)NNC(=O)Cc2cccs2)cc1OC	6.3%
CCOC(=O)CC(=O)CSc1nnc(Cn2c(=O)sc3ccccc32)n1C	-1.5%
O=C1C2C3c4ccccc4C(c4ccccc43)C2C(=O)N1c1cccc2cccnc12 (stereo unspecified)	-0.8%
COc1ncnc2c1oc1nc(CC(C)C)c3c(c12)CCCC3	-22.0%
CCCc1[nH]nc2c1C(c1ccc(O)c(OC)c1)C(C#N)=C(N)O2 (stereo unspecified)	-25.7%
CCC(C)(C)n1nnnc1C(C(C)C)N(Cc1ccco1)Cc1cc2cc3c(cc2[nH]c1=O)OCO3 (stereo unspecified)	-7.2%
O=C(Cn1nnc2c(cnn2-c2ccccc2)c1=O)NCc1cccs1	-2.0%
C=CCn1c(CNC(=O)c2cccs2)nnc1SCC(=O)c1ccc(Br)cc1	-9.3%
COc1ccc(OCC(=O)Nc2cc(OC)cc(OC)c2)cc1	-1.3%
Cc1cccc(NC(=O)Nc2nnc(N3CCCCC3C)s2)c1C (stereo unspecified)	-0.7%
CC(C)P(=O)(Cc1cccc(C#N)c1)C(C)C	-15.1%
Cc1cccc(C(=O)NNC(=O)c2ccc(-c3ccccc3)cc2)c1	-4.9%&-6.0%
COc1ccc(OCC(=O)N2CCN(C(=O)c3ccco3)CC2)cc1	7.2%
Cc1cc(C)cc(-c2nc(-c3ccncc3)no2)c1	3.2%
CCCn1c(SCC(=O)Nc2nc(C)c(C(=O)OC)s2)nnc1C(C)C	-1.9%
CCOc1ccc(S(=O)(=O)N(CC(=O)NC(C)CC)c2ccc(C)cc2)cc1 (stereo unspecified)	-3.9%

Single entries from above.
Value of O=C1C2C3c4ccccc4C(c4ccccc43)C2C(=O)N1c1cccc2cccnc12 (stereo unspecified) in mouse EphA4 binding: -0.8%
Value of O=C(CCC(=O)c1ccc(F)cc1)OC1CCOC1=O (stereo unspecified) in mouse EphA4 binding: -12.6%
Value of CCCc1[nH]nc2c1C(c1ccc(O)c(OC)c1)C(C#N)=C(N)O2 (stereo unspecified) in mouse EphA4 binding: -25.7%

Further entries:
SMILES	mouse EphA4 binding
CCCCn1c(SCC(=O)Nc2nnc(C)s2)nc2c1c(=O)n(C)c(=O)n2C	3.0%
CCn1cc(C(=O)NCC2CCCO2)c2cc(OC)c(OC)cc2c1=O (stereo unspecified)	-9.5%
O=C(CSc1nnc(-c2cccc(S(=O)(=O)N3CCOCC3)c2)n1C1CCCCCC1)NCc1ccccc1	-11.3%
Cc1ccc(N2C(N)=NC(N)=NC2(C)C)c(C)c1	1.9%
CC(=O)C1=C(c2ccccc2)NC(=O)NC1c1ccccc1OCC(=O)NCc1ccccc1 (stereo unspecified)	-9.6%
CN(C)CCSc1nc(N)c2c3c(sc2n1)CN(C)CC3	-4.9%
CC(C)(C)C1(O)CC(C(=O)O)(C(C)(C)C)OC1=O (stereo unspecified)	-4.3%
COc1ccc(OC)c(N2C(N)=NC(N)=NC23CCCC3)c1	-1.8%
CC(C)c1nc(SCC(=O)N2CCOCC2)c2c(=O)n(C)c(=O)n(C)c2n1	-4.7%
COc1ccc(CCCc2nnc(SCC(=O)Nc3ncc(C)s3)o2)cc1	-9.1%
N#CC1=C(N)Oc2n[nH]c(-c3ccc(F)cc3)c2C1c1cccnc1 (stereo unspecified)	-11.8%
CCCCC1CCC(c2nc(-c3ccccn3)no2)CC1 (stereo unspecified)	0.3%
O=S(=O)(c1cccc(-c2nnc(SCc3ccc(Cl)cc3)o2)c1)N1CCCCC1	-4.7%
CN1CCN(Cc2c(O)ccc3cc(-c4ccccn4)c(=O)oc23)CC1	-1.0%
COC(=O)C1=C(C)NC(=O)NC1c1ccc(OCC(N)=O)cc1 (stereo unspecified)	-7.2%
CN(CC(=O)NCCN1CCCCCC1)S(=O)(=O)c1cccc2nsnc12	-7.9%
Cc1oc(/N=C/c2ccc(Cl)cc2)c(C#N)c1C	0.2%
CSc1ncc(C(=O)O)c(C)n1	-7.6%
O=C(Nc1ccccc1)c1nnn(Cc2ccccc2)c1NC(=O)C(F)(F)F	9.2%
CCCSc1nc(SCC(=O)NCc2ccccc2)c2c3c(sc2n1)COC(C)(CC)C3 (stereo unspecified)	-17.1%
CC(C)Oc1ccccc1NS(=O)(=O)c1ccccc1[N+](=O)[O-]	-6.4%
CC(=O)C1=C(C)NC(SCC(N)=O)=C(C#N)C1c1cccnc1 (stereo unspecified)	-5.4%
Cc1ccc(CCNC(=O)C2CCC(CNc3c(N4CCCC4)c(=O)c3=O)CC2)cc1 (stereo unspecified)	-13.7%
COc1ccc(C2NC(=S)NC3=C2CCc2cc(OC)ccc23)cc1 (stereo unspecified)	-11.7%

Rewritten with the structure last: part of the list above.
mouse EphA4 binding | molecule
-17.1% | CCCSc1nc(SCC(=O)NCc2ccccc2)c2c3c(sc2n1)COC(C)(CC)C3 (stereo unspecified)
-5.4% | CC(=O)C1=C(C)NC(SCC(N)=O)=C(C#N)C1c1cccnc1 (stereo unspecified)
9.2% | O=C(Nc1ccccc1)c1nnn(Cc2ccccc2)c1NC(=O)C(F)(F)F
-1.0% | CN1CCN(Cc2c(O)ccc3cc(-c4ccccn4)c(=O)oc23)CC1
0.2% | Cc1oc(/N=C/c2ccc(Cl)cc2)c(C#N)c1C
-4.7% | O=S(=O)(c1cccc(-c2nnc(SCc3ccc(Cl)cc3)o2)c1)N1CCCCC1
-7.2% | COC(=O)C1=C(C)NC(=O)NC1c1ccc(OCC(N)=O)cc1 (stereo unspecified)

Continued:
SMILES	mouse EphA4 binding
CCCC(C)NS(=O)(=O)c1ccccc1 (stereo unspecified)	-8.0%
COC(=O)c1cc(NC2c3ccccc3C(=O)N2CCN2CCOCC2)cc(C(=O)OC)c1 (stereo unspecified)	-9.4%
O=C(C1=C(O)C(=O)N(CCN2CCOCC2)C1c1cccnc1)c1cc2ccccc2o1 (stereo unspecified)	-5.6%
Cc1nn(Cc2ccccc2Cl)c2sc(C(=O)NCCCn3ccnc3)cc12	6.0%
CCOc1ccccc1NC(=O)Cn1c(=O)n(CCC(=O)NC2CCCC2)c(=O)c2ccccc21	-14.7%
C=CCSc1nc(N)c(C#N)c(-c2ccccc2)c1C#N	-10.5%
CCc1nc(SCC(=O)N2c3ccccc3Sc3ccccc32)c2ccccc2n1	-5.8%
Cc1nc2cc(-c3ccccc3Cl)[nH]n2c(=O)c1Cl	-13.5%
O=C(N/N=C/c1cccc(Oc2ccccc2)c1)c1cccc(Br)c1	11.0%
COc1ccc(Cc2nc(C(=O)NCc3ccccc3OC)cs2)cc1	-20.4%
O=C(O)C1CSC(CCc2ccccc2)N1 (stereo unspecified)	-4.0%
O=C1CC(SC(=Nc2ccccc2)Nc2ccccc2)C(=O)N1c1cccc2ccccc12 (stereo unspecified)	-11.4%
CCOC(=O)CNC(=O)CSc1nnc(-c2ccco2)n1Cc1ccco1	-15.9%
CCS(=O)(=O)N1CCC(NC(=O)C2CCCCC2)CC1	2.6%
O=C(CSc1nnc(-c2ccccc2)o1)OCc1ccccc1	-5.7%
Cc1ccc2[nH]c(=O)c(NC(N)=S)nc2c1	-7.2%
CCc1cc(=O)oc2cc(OCC(C)=O)ccc12	-5.0%
CCN(C(=O)CSc1nnc(Cn2nnc3ccccc32)o1)c1nc(-c2ccccc2)cs1	-1.7%
O=C(CCCNS(=O)(=O)c1cccc2nsnc12)N1CCCCC1	-6.9%
CN(C(=S)Nc1ccccc1F)C1(c2ccccc2Cl)CCCCC1=O (stereo unspecified)	1.4%
COC(=O)c1c(C)oc2ccc(OCc3cc(C)ccc3C)cc12	2.8%
CCC(CC)c1nnc(NC(=O)C2COc3ccccc3O2)s1 (stereo unspecified)	-8.5%
COc1cc(N)ccc1Cc1ccc(N)cc1OC	-3.3%
COc1ccccc1S(=O)Cc1ccc(C(=O)NCCc2ccc(Cl)cc2)o1 (stereo unspecified)	-10.2%
CCS(=O)(=O)NCc1ccc2[nH]c3c(c2c1)CCCC3	-4.6%
CC(C)(C)NC(=O)COc1ccc(CNn2nnnc2N)cc1	0.8%
Cc1ccc(-c2csc(-c3c[nH]c4ccccc34)n2)c(C)c1	-7.0%
COc1ccc(-c2nnc(SC(C)C(=O)Nc3c(C)n(C)n(-c4ccccc4)c3=O)o2)cc1 (stereo unspecified)	-10.1%
COc1ccc(O)c(-c2cc(-c3cccc(Br)c3)n[nH]2)c1	-1.3%
CCOc1cccc(C(=O)Nc2ccc(N(CC)CC)cc2)c1	-2.4%&14.0%
Cc1cc(C)n(-c2nc3ccccc3c(=O)n2OCC(=O)OCc2ccccc2)n1	2.9%
Cc1cccc(Sc2nc(-c3ccccc3)ccc2C#N)c1	-3.4%
Cc1nn(C)cc1C(N)=O	0.8%
O=C(NCCC1=CCCCC1)C1COc2ccccc2O1 (stereo unspecified)	-11.1%
Cc1ccc(C)c2[nH]c(=O)c(CN(Cc3ccco3)C(=O)Nc3ccccc3)cc12	-12.4%
CCOC(=O)N1CCN(C(=O)CN(c2cc(C(F)(F)F)ccc2Cl)S(C)(=O)=O)CC1	-24.5%
O=C(NCc1ccc(F)cc1Cl)C1CCN(S(=O)(=O)N2CCC3(CC2)OCCO3)CC1	-9.9%
Cc1ccsc1/C=C/c1ccc2ccccc2n1	-11.1%
CC(C)Oc1ccccc1C1CC(=O)Nc2c1c(=O)n(C)c(=O)n2C (stereo unspecified)	-9.5%
Cc1nnc(C)n1/N=C/c1cccc([N+](=O)[O-])c1	-5.7%
O=C1CCC(C(=O)Nc2ccccc2)N1 (stereo unspecified)	-9.3%
Cc1ccccc1CS(=O)(=O)c1nnc([C@H](CC(C)C)NC(=O)OC(C)(C)C)o1	-38.5%
CC(C)CC(=O)NS(=O)(=O)c1ccc(NS(C)(=O)=O)cc1	1.5%
O=C(CN1C(=O)C2CC=CCC2C1=O)Nc1ccc(S(=O)(=O)NC2=NCCCCC2)cc1 (stereo unspecified)	3.6%
CC(=O)Oc1ccc2c(C)c(CC(C)O)c(=O)oc2c1 (stereo unspecified)	0.9%
CN(c1ccc(C(=O)O)cc1)S(=O)(=O)c1ccccc1	-1.8%&-3.7%
CCCC(C(=O)O)N1C(=O)/C(=C\c2ccc(-c3ccc([N+](=O)[O-])cc3)o2)SC1=S (stereo unspecified)	5.6%
O=C(O)c1ccc2c(c1)C(=O)N(C(Cc1ccccc1)C(=O)O)C2=O (stereo unspecified)	1.0%
Cc1ccc(S(=O)(=O)n2cnc3cc([N+](=O)[O-])ccc32)cc1C	11.0%&-20.5%
COC(=O)COc1ccc(/C=C2/C(=O)N(c3ccccc3)N=C2C)cc1	-2.1%
COc1ccc(NC(=O)CN2C(=O)C(C)Oc3ccccc32)cc1 (stereo unspecified)	-3.0%
COc1ccc(NC(=O)CSc2nnc(-c3ccccc3)n2Cc2ccco2)c(OC)c1	4.5%
O=C(NC1(C(F)(F)F)NC(=O)N(Cc2cccnc2)C1=O)c1ccc(F)cc1 (stereo unspecified)	-20.1%
COc1ccc(N(CC(=O)N2CCC(C)CC2)S(=O)(=O)c2c(C)nn(C)c2C)cc1	0.7%
O=C(Nc1ccc(S(=O)(=O)N2CCCC2)cc1Cl)C1=COCCO1	-1.0%

Compound activity: PubChem, Sanford-Burnham Center for Chemical Genomics
